S3 lipid droplet = qHTS Assay for Lipid Storage Modulators in Drosophila S3 Cells. Drosophila S3 cells, BODIPY lipid droplet fluorescence, 18-24 h; cells fed with added oleic acid. Potency in µM for hits, for the others lipid storage change, negative = inhibition, % at the top dose, mostly 46.1 µM. 320,000 compounds, 0.64% hits. AID 2685; active means well fitted inhibition curve with a large enough effect in the signal ratio, with a control signal flat, not every such curve was filed as active; inconclusive means small, poorly fitted or top-dose-only effect, or effect the other way, or a change in a side signal; the % refers to the signal ratio
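Drosophila S3 cells got compounds at several concentrations plus oleic acid (400 uM solution). Laser-scanning cytometry with 488 nm excitation read lipid droplets at 500-530 nm and cells at 575-640 nm. Percent activity was relative to 20 uM Triacsin C.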
S3 lipid droplet cell count max = also measured in S3 lipid droplet; calls as there; cell number change, %; measured here: cell count max response;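 cells counted by Cell Tracker Red CMTPX staining in the red channel; peak over a dose series mostly up to 46.1 µM; percent activity relative to internal control wells on each plate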
Active calls of the source: *. On the % scale 0 is the no-effect control and ±100 the full control effect; potency means the concentration at half of the fitted maximal effect.

`COCCN1C(=S)N[C@@H](c2cccc(F)c2)C(C(=O)OC)=C1C` gave S3 lipid droplet inconclusive.
`CCn1c(SCc2cccc(OC)c2)nc2ccccc2c1=O` gave S3 lipid droplet inconclusive.
`O=C(CCN1CCN(C/C=C/c2ccccc2)CC1)Nc1ccccc1F` gave S3 lipid droplet inconclusive.
CC(C)CC(=O)Nc1cc2nn(-c3ccccc3)nc2cc1Cl was read as S3 lipid droplet inactive.
For Cc1ccc(S(=O)(=O)CCN2C=CC(C(F)(F)F)=NCC2)cc1 the results were S3 lipid droplet -2% and S3 lipid droplet cell count max -3.
CC1CCCN(c2nc3c(c(=O)[nH]c(=O)n3C)n2CCCc2ccccc2)C1 (stereo unspecified) was read as S3 lipid droplet inconclusive.
`Cc1noc(C)c1C(=O)Nc1ccccc1-c1ccccc1` gave S3 lipid droplet inactive.
`Fc1ccc(CN2CCN(c3ncccn3)CC2)cc1` gave S3 lipid droplet inconclusive.
Cc1ccc2c(c1)CCCN2C(=O)c1ccncc1 was read as S3 lipid droplet 2% and S3 lipid droplet cell count max -7.
For CCOC(=O)C1=C(CSc2nc(CC)c(C)cc2C#N)OC(N)=C(C#N)C1c1ccc(OC)cc1 (stereo unspecified) the results were S3 lipid droplet -2% and S3 lipid droplet cell count max 14.
For Oc1cc(OCc2ccccc2)ccc1-c1[nH]ncc1-c1ccccc1 the results were S3 lipid droplet inconclusive.
CCN(CC)S(=O)(=O)c1ccc2nc(CSc3nnnn3-c3ccc(O)cc3)[nH]c2c1 was read as S3 lipid droplet inconclusive.
For COC(=O)NNC(=O)C(C)Oc1ccc(Cl)cc1Cl (stereo unspecified) the results were S3 lipid droplet inactive.
`CCN(CC)c1ccc2cc(C(N)=O)c(=N)oc2c1` gave S3 lipid droplet inconclusive.
For Cc1ccc(S(=O)(=O)CCC#N)cc1 the results were S3 lipid droplet 9% and S3 lipid droplet cell count max -1.
`COc1cc(C(c2nnnn2C2CCCC2)N2CCN(C(=O)c3ccco3)CC2)cc(OC)c1OC` (stereo unspecified) gave S3 lipid droplet -41%.
For COc1ccc(/C=C(\NC(=O)c2ccco2)C(=O)Nc2ccc(C(C)=O)cc2)cc1 the results were S3 lipid droplet inconclusive.
COc1ccc(Cn2nnnc2C(c2cc3cccc(C)c3[nH]c2=O)N2CCOCC2)cc1 (stereo unspecified) was read as S3 lipid droplet inconclusive.
`Cc1cccc(C(=O)Nc2cc(S(=O)(=O)N3CCOCC3)ccc2N2CCCCC2)c1` gave S3 lipid droplet inconclusive.
Screening Cc1ccsc1/C=N/NC(=O)c1ccc2c(c1)OCCO2 returned S3 lipid droplet 6% and S3 lipid droplet cell count max 4.

2 entries picked at random from the list so far:
CC1CCCN(c2nc3c(c(=O)[nH]c(=O)n3C)n2CCCc2ccccc2)C1 (stereo unspecified) was read as S3 lipid droplet inconclusive.
`COc1cc(C(c2nnnn2C2CCCC2)N2CCN(C(=O)c3ccco3)CC2)cc(OC)c1OC` (stereo unspecified) gave S3 lipid droplet -41%.

Additional entries:
CC1(C)C(C=C(Cl)Cl)C1C(=O)N(Cc1ccccc1Cl)C1CCS(=O)(=O)C1 (stereo unspecified) was read as S3 lipid droplet 15% and S3 lipid droplet cell count max -20.
Screening O=C(Nc1ccccc1)c1ccc(S(=O)(=O)N2CCOCC2)cc1 returned S3 lipid droplet inconclusive.
For N#CC1=C(N)Oc2n[nH]c(-c3cccs3)c2C1c1ccncc1 (stereo unspecified) the results were S3 lipid droplet inconclusive.
`CSc1cccc(NC(=S)N2CCCN(Cc3ccccc3F)C2)c1` gave S3 lipid droplet 1% and S3 lipid droplet cell count max 11.
Screening CNc1cc(Cl)nc(SC)n1 returned S3 lipid droplet inconclusive.
Screening CCCCCC(=O)N/N=C/c1ccccc1[N+](=O)[O-] returned S3 lipid droplet inconclusive.
For CN(C)CCN(C(=O)c1ccc(C(=O)c2ccccc2)cc1)c1nc2cc3c(cc2s1)OCO3 the results were S3 lipid droplet 19% and S3 lipid droplet cell count max 29.
For O=c1c2ccccc2n(Cc2ccccc2F)c(=O)n1Cc1ccccc1F the results were S3 lipid droplet 12% and S3 lipid droplet cell count max 17.
For CC(=O)Nc1ccc(NC(=O)CC2CCCC2)cc1 the results were S3 lipid droplet inconclusive.
Screening CCCc1cc(=O)[nH]c(SCC(=O)NC(=O)NC2CCCC2)n1 returned S3 lipid droplet inconclusive.
O=C(CSc1nncn1-c1ccccn1)Nc1ccccc1Cl was read as S3 lipid droplet 27% and S3 lipid droplet cell count max 5.
CCOCC(=O)N1CCCC(C(=O)OCC)C1 (stereo unspecified) was read as S3 lipid droplet 18µM* and S3 lipid droplet cell count max -15*.
CS(=O)(=O)N1CCN(c2ccc(C(=O)NC34CC5CC(CC(C5)C3)C4)cc2[N+](=O)[O-])CC1 was read as S3 lipid droplet inconclusive.
Screening CCCC(=O)Nc1nc(-c2ccccc2)c(CC)s1 returned S3 lipid droplet inconclusive.
CC1CCCCC1NC(=O)C1CC(=O)N(Cc2ccccc2)C1 (stereo unspecified) was read as S3 lipid droplet -1% and S3 lipid droplet cell count max 0.
`O=C(O)C1C2CCC(O2)C1C(=O)Nc1ccccc1Br` (stereo unspecified) gave S3 lipid droplet inconclusive.
For CCO[C@H]1OC(C(=O)N2CCN(Cc3ccc4c(c3)OCO4)CC2)=C[C@@H](c2cn(C(C)=O)c3ccccc23)[C@@H]1CCCO the results were S3 lipid droplet inactive and S3 lipid droplet cell count max -3.
Oc1nc(Nc2ccc(Cl)cc2Cl)sc1/C=C1\C=Nc2ccccc21 was read as S3 lipid droplet 10% and S3 lipid droplet cell count max 1.
`Cc1csc(SCc2nnc(-c3ccccc3Br)o2)n1` gave S3 lipid droplet -13% and S3 lipid droplet cell count max -17.
Screening CC(=O)C1=C(O)C(=O)N(c2ccc(Br)cc2)C1c1ccc(Cl)cc1 (stereo unspecified) returned S3 lipid droplet inactive and S3 lipid droplet cell count max 3.

Compounds above containing an aryl methoxy group, in the order listed:
`CCn1c(SCc2cccc(OC)c2)nc2ccccc2c1=O` gave S3 lipid droplet inconclusive.
For CCOC(=O)C1=C(CSc2nc(CC)c(C)cc2C#N)OC(N)=C(C#N)C1c1ccc(OC)cc1 (stereo unspecified) the results were S3 lipid droplet -2% and S3 lipid droplet cell count max 14.
`COc1cc(C(c2nnnn2C2CCCC2)N2CCN(C(=O)c3ccco3)CC2)cc(OC)c1OC` (stereo unspecified) gave S3 lipid droplet -41%.
For COc1ccc(/C=C(\NC(=O)c2ccco2)C(=O)Nc2ccc(C(C)=O)cc2)cc1 the results were S3 lipid droplet inconclusive.
COc1ccc(Cn2nnnc2C(c2cc3cccc(C)c3[nH]c2=O)N2CCOCC2)cc1 (stereo unspecified) was read as S3 lipid droplet inconclusive.

Next records:
For Cc1ccc(-c2nc(CSCC(=O)NC3CCN(Cc4ccccc4)CC3)c(C)o2)cc1 the results were S3 lipid droplet inactive and S3 lipid droplet cell count max 1.
For Cc1ccc(NC(=O)[C@H](C)NC(=O)C2CCN(C(=O)[C@@H](N)CC(C)C)CC2)cc1 the results were S3 lipid droplet 18% and S3 lipid droplet cell count max 1.
Cc1cccc(CN2CCCC(C(=O)Nc3ccc(-c4cscn4)cc3)C2)c1 (stereo unspecified) was read as S3 lipid droplet inconclusive.
COc1ccccc1NC(=O)CSc1nnc(-c2ccoc2C)n1CCc1ccccc1 was read as S3 lipid droplet inconclusive.
`CC(=O)c1sc(Nc2ccc(C)cc2)nc1C` gave S3 lipid droplet 4% and S3 lipid droplet cell count max 8.
For COc1ccc(-c2ccc(C(=S)N3CCN(C(C)=O)CC3)o2)cc1 the results were S3 lipid droplet inconclusive.
Screening COc1ccccc1-c1nnc2sc(-c3cc4ccccc4o3)nn12 returned S3 lipid droplet inconclusive.
Screening CCOC(=O)c1ccc(OCc2c(C)noc2C)cc1 returned S3 lipid droplet -5% and S3 lipid droplet cell count max 7.
O=C1Nc2ccccc2C(=O)N2[C@H](c3ccccc3)[C@@H]3C(=O)N(Cc4ccccc4)C(=O)[C@@H]3[C@H]12 was read as S3 lipid droplet inconclusive.
Screening COC(=O)c1c(C)oc(C)c1S(=O)(=O)NC(c1ccccc1)c1ccccc1 returned S3 lipid droplet inconclusive.
For O=C(CSc1nc(-c2ccccc2)cc(C(F)(F)F)n1)NCCN1CCOCC1 the results were S3 lipid droplet 3% and S3 lipid droplet cell count max -9.
For O=C(NCCc1cccc(Cl)c1)c1ccc(Cl)c([N+](=O)[O-])c1 the results were S3 lipid droplet -15% and S3 lipid droplet cell count max -11.
Screening CCOC(=O)CNc1ncc([N+](=O)[O-])cc1C#N returned S3 lipid droplet inconclusive.
COc1ccc(S(=O)(=O)N2CCOCC2)cc1NC(=O)CCNC(=O)c1ccc(Cl)cc1 was read as S3 lipid droplet inconclusive.
`COC(=O)C1=C(C(=O)OC)[C@@H]2N(C)c3ccc(OC)cc3[C@@]23C[C@@H](C(=O)OC)N(S(=O)(=O)c2ccc([N+](=O)[O-])cc2)C3=N1` gave S3 lipid droplet inconclusive.
For CCn1c(NCc2cc(OC)c(OC)c(OC)c2)nc2ccccc21 the results were S3 lipid droplet inconclusive.
Cc1cccc(C(=O)NC(NC(=S)Nc2ccc(S(N)(=O)=O)cc2)C(Cl)(Cl)Cl)c1 (stereo unspecified) was read as S3 lipid droplet 16% and S3 lipid droplet cell count max -6.
Screening Cc1ccc(-c2nnc(N3CCN(C(=O)COc4ccccc4)CC3)c3ccccc23)cc1 returned S3 lipid droplet inconclusive.
Screening CN(CC(=O)Nc1cccc(F)c1)C(=O)c1ccc(COc2ccccc2)o1 returned S3 lipid droplet inconclusive.
`Cn1c(SCc2ccc(C#N)cc2Cl)nc2ccccc21` gave S3 lipid droplet 17% and S3 lipid droplet cell count max -8.

Of the compounds above, 2 contain a CF3 group:
For Cc1ccc(S(=O)(=O)CCN2C=CC(C(F)(F)F)=NCC2)cc1 the results were S3 lipid droplet -2% and S3 lipid droplet cell count max -3.
For O=C(CSc1nc(-c2ccccc2)cc(C(F)(F)F)n1)NCCN1CCOCC1 the results were S3 lipid droplet 3% and S3 lipid droplet cell count max -9.

More compounds
Screening O=C(CN(c1ccccc1)S(=O)(=O)c1ccccc1[N+](=O)[O-])NN=C1CCCCCCC1 returned S3 lipid droplet -21%.
Cn1c(N)c(C#N)c2c(c1=S)COC(C)(C)C2 was read as S3 lipid droplet inconclusive.
CNC(=S)Nc1ccc(Br)cc1 was read as S3 lipid droplet inconclusive.
Screening COc1cc(NC(=O)CSCC(=O)N(C)C2CCCCC2)cc(OC)c1 returned S3 lipid droplet inconclusive.
For CCn1c(=NC(=O)CSCC(=O)Nc2nccs2)sc2ccccc21 the results were S3 lipid droplet inconclusive.
`Nc1nc(COc2ccccc2C=O)nc(Nc2ccccc2)n1` gave S3 lipid droplet inactive.
Screening CN(C(=O)c1ccco1)c1nnc(-c2ccc(F)cc2)s1 returned S3 lipid droplet inconclusive.
COc1nc(Oc2ccc(=O)[nH]n2)nc(N2CCOCC2)n1 was read as S3 lipid droplet inconclusive.
For COc1ccc(-c2ccc3c(c2)S(=O)(=O)c2cccc(C(=O)NCCOc4ccccc4)c2C3=O)cc1OC the results were S3 lipid droplet inconclusive.
Screening CCc1ccc(NC(=S)NC(=O)c2c(-c3ccccc3Cl)noc2C)cc1 returned S3 lipid droplet inconclusive.
Screening O=C(Nc1ccccc1)N1CCCc2ccccc21 returned S3 lipid droplet 5% and S3 lipid droplet cell count max 3.
Screening Cc1c(Br)cnn1C(C)C(=O)N1CCN(c2ccc(F)cc2)CC1 (stereo unspecified) returned S3 lipid droplet 13% and S3 lipid droplet cell count max 1.
For CSc1ccccc1NC(=O)CSCc1ccc(C)cc1 the results were S3 lipid droplet inconclusive.
For O=C(c1coc(=O)c(Br)c1)N1CCC(C(O)(c2ccccc2)c2ccccc2)CC1 the results were S3 lipid droplet 3% and S3 lipid droplet cell count max -5.
For Cc1ccc(C(=O)N2CCCCCC2)cc1Br the results were S3 lipid droplet inactive.
Screening Cc1ccc(C(C(=O)NC(C)(C)C)N(C(=O)c2csnn2)C2CC2)cc1 (stereo unspecified) returned S3 lipid droplet 13% and S3 lipid droplet cell count max 9.
For CC(C)(C)OC(=O)NCCc1n[nH]c(=S)o1 the results were S3 lipid droplet -12% and S3 lipid droplet cell count max -1.
Screening COc1ccc(-c2nc(NC(=O)CCNC(=O)c3ccco3)sc2C)cc1 returned S3 lipid droplet inconclusive.
O=c1c2ccccc2c(/C=N/n2cnnc2)c(O)n1-c1ccccc1F was read as S3 lipid droplet 4% and S3 lipid droplet cell count max -5.
CN(C)S(=O)(=O)N1CCN(c2ccccc2)CC1 was read as S3 lipid droplet inactive.
`O=C(O)COCC(=O)Nc1ccc(Oc2ncnc3cc(Cl)ccc23)nc1` gave S3 lipid droplet inconclusive.
For O=C(Nc1ccc(S(=O)(=O)NCCc2ccccc2)cc1)c1ccco1 the results were S3 lipid droplet 2% and S3 lipid droplet cell count max -12.
Cc1ccc(OC(=O)c2cc(C)nn2C(C)(C)C)cc1 was read as S3 lipid droplet -6% and S3 lipid droplet cell count max 2.
Screening CCN(CC)S(=O)(=O)c1cccc(C(=O)Nc2ccc(S(=O)(=O)NC3=NCCCCC3)cc2)c1 returned S3 lipid droplet 25%.
Cc1ccc(N2C(=O)NC(NS(=O)(=O)c3ccccc3)(C(F)(F)F)C2=O)cc1 (stereo unspecified) was read as S3 lipid droplet inconclusive.
Screening Cc1cc(C)cc(C(=O)NCCC(=O)N2CCC3(CC2)NCCc2[nH]cnc23)c1 returned S3 lipid droplet inactive and S3 lipid droplet cell count max -10.
`O=C(c1ccc(NC(=O)C(c2ccccc2)c2ccccc2)cc1)c1ccc(C(=O)O)c(C(=O)O)c1` gave S3 lipid droplet inconclusive.
For O=C(CN(c1ccc(Cl)c(C(F)(F)F)c1)S(=O)(=O)c1ccccc1)N1CCOCC1 the results were S3 lipid droplet inconclusive.

Assay outcomes: PubChem BioAssay, National Center for Advancing Translational Sciences (NCATS)

Only part of the results is shown. The share of hits here may be higher or lower than overall.
